Screening data deposited in PubChem BioAssay by several laboratories.
PLK1 inh – blocks human PLK1 kinase activity. inhibition, % at 10 µM. actives 0.53% (n = 97,000). AID 619. recombinant PLK1 kinase, TR-FRET peptide phosphorylation;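 active = inhibition of 50% or more in the single-concentration screen; inactive = inhibition below 50%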;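 note: 0% = DMSO max control and 100% = H-89 dihydrochloride min control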
cytoskel mod – modifiers of cytoskeleton assembly; HUVEC TNFa F-actin phalloidin imaging, high content; inhibition, % at 2 µM; actives 0.18% (n = 91,000); AID 836;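 active = inhibition above the batch mean plus 3 SD and confirmed as a hit by visual image inspection, cut at about 30% in these data, passing the limit was not always enough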; note: strong numbers were not always called active
EphB4 ephrin blk – blocks human EphB4 binding to ephrin-B2; P54760; EphB4 LBD / TNYL-RAW-Alexa532 peptide, fluorescence polarization; inhibition, % at 7 µM; actives 0.15% (n = 97,000);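 active = inhibition above the screen-wide mean inhibition plus 3 SD, cut at about 15% in these data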;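 note: 0% = DMSO wells and 100% = excess unlabeled TNYL-RAW peptide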
Plk1 PBD FP – Plk1 (human) PBD binding inhibition; P53350; Plk1 PBD phosphopeptide binding, fluorescence polarization; inhibition, %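 (tested at about 20 µM)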; actives 0.13% (n = 97,000); AID 693; in the data active = inhibition above about 34%, passing the limit was not always enough
PTPN22 act – activators of human LYP (PTPN22) phosphatase; Q9Y2R2; recombinant LYP, DiFMUP fluorescence; 0 = plate median, 100 = signal doubled; activation, % at 2 µM; actives 0.11% (n = 96,000);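 active = activation at 2 µM above a set limit, the mean plus 5 SD, cut at about 37% in these data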
Pyk2 oligo antag – Pyk2 (human) oligomerization antagonism; actives 0.83% (n = 99,000); AID 1347419; Q293 cells, Pyk2 FERM NanoBiT luminescence; active compounds read low; z-score (the deposit names both 25 µM and 10 µM); Q14289;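 active = Z-score of -3 or lower, scaled per plate to the spread of control and sample wells; inactive = z-score above -3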;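 note: negative z-score means lost luminescence so less FERM oligomerization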
Target sequence (Q14289 whole entry, looked up): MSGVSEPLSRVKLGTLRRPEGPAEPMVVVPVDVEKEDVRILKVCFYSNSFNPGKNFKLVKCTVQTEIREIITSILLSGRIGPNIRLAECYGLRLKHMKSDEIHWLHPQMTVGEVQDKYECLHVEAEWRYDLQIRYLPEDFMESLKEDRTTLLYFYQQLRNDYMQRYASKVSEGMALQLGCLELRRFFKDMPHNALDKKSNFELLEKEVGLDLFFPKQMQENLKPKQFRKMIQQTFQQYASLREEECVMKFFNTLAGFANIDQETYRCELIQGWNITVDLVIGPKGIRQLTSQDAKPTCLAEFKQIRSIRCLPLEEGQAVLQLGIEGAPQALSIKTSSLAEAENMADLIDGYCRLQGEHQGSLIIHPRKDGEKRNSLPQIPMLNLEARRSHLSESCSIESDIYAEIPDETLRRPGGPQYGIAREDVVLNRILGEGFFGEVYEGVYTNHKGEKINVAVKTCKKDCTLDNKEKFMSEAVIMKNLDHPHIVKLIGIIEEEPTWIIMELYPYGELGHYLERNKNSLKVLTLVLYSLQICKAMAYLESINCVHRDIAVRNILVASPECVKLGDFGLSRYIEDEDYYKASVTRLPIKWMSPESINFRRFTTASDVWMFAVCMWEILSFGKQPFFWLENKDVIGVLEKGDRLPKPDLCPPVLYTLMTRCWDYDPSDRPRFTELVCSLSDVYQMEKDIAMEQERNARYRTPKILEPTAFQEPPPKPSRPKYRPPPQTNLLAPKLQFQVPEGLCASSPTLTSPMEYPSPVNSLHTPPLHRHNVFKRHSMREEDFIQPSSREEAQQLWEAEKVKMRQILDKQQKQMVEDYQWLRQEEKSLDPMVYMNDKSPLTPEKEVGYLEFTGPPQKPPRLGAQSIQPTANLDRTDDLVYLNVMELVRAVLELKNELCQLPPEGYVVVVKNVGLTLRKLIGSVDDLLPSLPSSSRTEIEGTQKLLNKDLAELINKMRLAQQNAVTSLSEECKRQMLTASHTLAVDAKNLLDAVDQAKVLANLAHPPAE
Rev-RRE block – HIV Rev-RRE protein-RNA interaction inhibition. P05866. Rev peptide-RRE RNA binding, FRET. inhibition, % at 8 µM. actives 0.79% (n = 97,000). AID 704;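 active = inhibition above the screen-wide mean plus 3 SD, cut at about 35% in these data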;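 note: 0% = median DMSO wells and 100% = median Neomycin B control wells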
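Test system: labelled RRE RNA duplex and labelled Rev peptide. Times: 5 min compound–RNA preincubation, then 15 min with peptide, 25 °C. Doses: single-dose 8 µM. Measured by: FRET, excitation 480 nm, emission 540 nm donor and 671 nm acceptor. Measure: % inhibition of FRET ratio versus controls.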
FAK inh – FAK (human) kinase inhibition; biochemical FAK kinase activity assay; inhibition, %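 (tested at 7 µM)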; actives 0.84% (n = 97,000); AID 727; in the data active = inhibition above about 19%;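 note: 0% = DMSO and 100% = reference compound high control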
PTPN22 inh 2 – LYP (human) phosphatase inhibition | Q9Y2R2 | recombinant LYP catalytic domain, DiFMUP fluorescence | inhibition, % at 2 µM | actives 0.21% (n = 96,000);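 active = inhibition at 2 µM at or above a set limit, the screen mean plus 3 SD, cut at about 24% in these data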;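 note: 0% = DMSO with enzyme and 100% = enzyme fully blocked by orthovanadate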
Starred values were filed as active, the others as inactive; x = no result given.

(1) O=C(NCc1ccccn1)c1cn(CCc2ccccc2)nn1
(2) Cc1ccc(Cn2cnc3c(nnn3Cc3ccc(Cl)cc3)c2=O)cc1
(3) CCc1c(C(=O)Nc2ccccc2)c(C)[nH]c(=S)c1C#N
(4) CC(=O)c1ccc(N(C(=O)Cc2c[nH]c3ccccc23)C(C(=O)NC2CCCCC2)c2cccs2)cc1 (stereo not given)
(5) Cc1cc(O)c(C=Nc2ccc(Cl)cn2)c(=O)o1
(6) CCCC(=O)N=C1SC2CS(=O)(=O)CC2N1c1ccc(C(C)=O)cc1 (stereo not given)
(7) C=CCN(C(=O)CNC(=O)c1ccco1)C(C(=O)NC1CCCCC1)c1ccccc1 (stereo not given)
(8) COc1ccc(OC)c(NC(=O)NCc2ccc(F)cc2)c1
assay / entry,1,2,3,4,5,6,7,8
PLK1 inh,-21,-14,-7,-3,5,-2,-9,3
cytoskel mod,7,x,-6,-33,x,-7,49,12
EphB4 ephrin blk,0,-7,4,-5,4,1,2,-2
Plk1 PBD FP,8,-15,20,12,13,0,2,-8
PTPN22 act,3,-6,-9,9,3,-1,-5,-1
Pyk2 oligo antag,1.3,-0.6,-0.07,-1.7,0.2,0.64,0.92,0.68
Rev-RRE block,-2,4,3,0,23,9,-1,3
FAK inh,-2,-2,2,3,1,3,-3,0
PTPN22 inh 2,-5,7,11,-3,1,1,5,-4

(9) COc1ccc(CCNC(=O)C2CCCN(S(=O)(=O)c3cnc[nH]3)C2)cc1OC (stereo not given)
(10) Cc1nc2c(-c3ccccc3)c(C)nn2c(N)c1-c1ccccc1
(11) Cc1cc(=O)oc2c(CN(CC(C)C)CC(C)C)c(O)ccc12
(12) CCc1ccccc1-n1c(SCC(=O)N2CCCC2)nnc1-c1ccccn1
(13) COCCN1Cc2cccc(C(=O)N3CCN(c4ccccc4)CC3)c2C1=O
(14) O=S(=O)(NCc1cn2ccsc2n1)c1ccc2c(c1)OCCO2
(15) CCN(CC)S(=O)(=O)c1cccc(-c2nnc(SCC(=O)c3ccc(Cl)s3)n2C)c1
(16) O=C(Nc1cccc(C(F)(F)F)c1)c1ccc2nc(N3C(=O)CCC3=O)sc2c1
assay / entry,9,10,11,12,13,14,15,16
PLK1 inh,-2,-7,-13,-12,6,-9,-3,1
cytoskel mod,10,21,x,-2,5,-11,20,-14
EphB4 ephrin blk,-4,-5,10,-3,6,3,9,2
Plk1 PBD FP,-16,2,4,2,9,-1,3,-2
PTPN22 act,1,14,-3,8,2,3,-8,-10
Pyk2 oligo antag,x,-1.1,x,0.39,-0.56,-0.25,-0.1,0.91
Rev-RRE block,3,2,8,0,14,6,10,4
FAK inh,-6,1,0,0,-1,1,5,-2
PTPN22 inh 2,-3,-15,4,-10,-2,1,8,12

(17) CCCCN(C(=O)c1cc(OC)c(OC)c(OC)c1)C1=CC2CCC(C1)N2C (stereo not given)
(18) CCOC(=O)CN1NC2(CCC(C(C)(C)C)CC2)NC1=S (stereo not given)
(19) COc1ccc(N2CCN(S(=O)(=O)c3ccc(C(=O)NCc4ccco4)cc3)CC2)cc1
(20) CCn1nnnc1SCC(=O)Nc1nnc(C(C)C)s1
(21) CCCCOc1ccc(C(=O)N2CCCC2C(=O)O)cc1 (stereo not given)
(22) O=c1cc(N2CCC3(CC2)OCCO3)[nH]c(=O)n1-c1ccc(Cl)cc1
(23) COC(=O)c1ccc(CSc2nc3ccccc3c(=O)n2-c2ccccc2)o1
(24) COc1cccc(/C=N/N2CCN(c3ccccc3OC)CC2)c1
assay / entry,17,18,19,20,21,22,23,24
PLK1 inh,-12,-9,-8,-3,-8,-31,-8,-12
cytoskel mod,2,1,4,13,4,-19,-8,-11
EphB4 ephrin blk,4,-11,4,0,-7,-14,-5,-4
Plk1 PBD FP,-19,23,-17,13,16,26,15,-14
PTPN22 act,4,10,-6,-9,12,6,-6,11
Pyk2 oligo antag,0.56,-0.35,-1.3,0.06,0.97,0.13,-1.7,-1
Rev-RRE block,6,-9,-7,4,4,0,6,-5
FAK inh,2,-8,0,2,1,-3,1,-4
PTPN22 inh 2,-6,-8,5,7,-17,-8,7,-4

(25) Cc1ccc2nc(CSc3nc(C)ccc3C#N)[nH]c2c1
(26) CCOc1ccc(C2NC(=O)C(C#N)=C(S)N2c2ccc(OC)cc2)cc1OC (stereo not given)
(27) CC(NC(=O)c1ccc(N(C)C)cc1)C1CC2CCC1C2 (stereo not given)
(28) CC(C)C[C@H](NC(=O)N1CCN(c2ccccc2)CC1)C(=O)O
(29) CC(=O)c1ccc(NC2OC(CO)C(O)C(O)C2O)cc1 (stereo not given)
(30) O=C(NCc1ccccc1Cl)C1CCN(S(=O)(=O)N2CCC3(CC2)OCCO3)CC1
(31) Cc1ccccc1-n1c(=O)cc(NCc2ccc3c(c2)OCO3)[nH]c1=O
(32) O=C(COc1ccc(Cl)cc1Cl)N/N=C/CCc1ccccc1
assay / entry,25,26,27,28,29,30,31,32
PLK1 inh,-6,-18,-11,2,-8,-8,33,-11
cytoskel mod,-4,-24,2,-7,-14,11,16,-2
EphB4 ephrin blk,13,4,1,0,-9,2,-4,-3
Plk1 PBD FP,-23,-7,-7,6,-6,-7,-22,11
PTPN22 act,-9,-10,3,-4,1,10,4,-4
Pyk2 oligo antag,-0.8,-0.16,0.4,0.65,0.27,1.6,-0.95,1.9
Rev-RRE block,12,7,4,5,7,2,6,8
FAK inh,-1,7,0,0,-2,1,-13,3
PTPN22 inh 2,11,12,-4,1,-2,-11,-1,6

Excerpt: entries 18 to 30
(18) CCOC(=O)CN1NC2(CCC(C(C)(C)C)CC2)NC1=S (stereo not given)
(19) COc1ccc(N2CCN(S(=O)(=O)c3ccc(C(=O)NCc4ccco4)cc3)CC2)cc1
(20) CCn1nnnc1SCC(=O)Nc1nnc(C(C)C)s1
(21) CCCCOc1ccc(C(=O)N2CCCC2C(=O)O)cc1 (stereo not given)
(22) O=c1cc(N2CCC3(CC2)OCCO3)[nH]c(=O)n1-c1ccc(Cl)cc1
(23) COC(=O)c1ccc(CSc2nc3ccccc3c(=O)n2-c2ccccc2)o1
(24) COc1cccc(/C=N/N2CCN(c3ccccc3OC)CC2)c1
(25) Cc1ccc2nc(CSc3nc(C)ccc3C#N)[nH]c2c1
(26) CCOc1ccc(C2NC(=O)C(C#N)=C(S)N2c2ccc(OC)cc2)cc1OC (stereo not given)
(27) CC(NC(=O)c1ccc(N(C)C)cc1)C1CC2CCC1C2 (stereo not given)
assay / entry,18,19,20,21,22,23,24,25,26,27
PLK1 inh,-9,-8,-3,-8,-31,-8,-12,-6,-18,-11
cytoskel mod,1,4,13,4,-19,-8,-11,-4,-24,2
EphB4 ephrin blk,-11,4,0,-7,-14,-5,-4,13,4,1
Plk1 PBD FP,23,-17,13,16,26,15,-14,-23,-7,-7
PTPN22 act,10,-6,-9,12,6,-6,11,-9,-10,3
Pyk2 oligo antag,-0.35,-1.3,0.06,0.97,0.13,-1.7,-1,-0.8,-0.16,0.4
Rev-RRE block,-9,-7,4,4,0,6,-5,12,7,4
FAK inh,-8,0,2,1,-3,1,-4,-1,7,0
PTPN22 inh 2,-8,5,7,-17,-8,7,-4,11,12,-4

(28) CC(C)C[C@H](NC(=O)N1CCN(c2ccccc2)CC1)C(=O)O
(29) CC(=O)c1ccc(NC2OC(CO)C(O)C(O)C2O)cc1 (stereo not given)
(30) O=C(NCc1ccccc1Cl)C1CCN(S(=O)(=O)N2CCC3(CC2)OCCO3)CC1
assay / entry,28,29,30
PLK1 inh,2,-8,-8
cytoskel mod,-7,-14,11
EphB4 ephrin blk,0,-9,2
Plk1 PBD FP,6,-6,-7
PTPN22 act,-4,1,10
Pyk2 oligo antag,0.65,0.27,1.6
Rev-RRE block,5,7,2
FAK inh,0,-2,1
PTPN22 inh 2,1,-2,-11

Other records:
(33) Cc1cccc(N2C(=O)CC(N3CCN(Cc4ccc5c(c4)OCO5)CC3)C2=O)c1 (stereo not given)
(34) N#Cc1nc(-c2cccc3ccccc23)oc1NCCN1CCOCC1
(35) COc1ccc(OC)c(C(c2nnnn2CC2CCCO2)N2CCN(C3CCCC3)CC2)c1 (stereo not given)
(36) c1cc2c(cc1-c1cnc3n1CCC3)OCCO2
(37) N#Cc1c(NC(=O)c2nc3ncccn3n2)sc2c1CCCCC2
(38) O=C(Nc1ccc(S(=O)(=O)N2CCCCCC2)cc1)C1CCCO1 (stereo not given)
(39) CCc1nnc(NC(=O)CCc2ccc(C)o2)s1
(40) CCCCCNC(=O)Cc1cc(=O)[nH]c(=O)[nH]1
assay / entry,33,34,35,36,37,38,39,40
PLK1 inh,-6,-4,-10,6,0,-8,0,-3
cytoskel mod,17,18,9,-22,x,-5,3,-1
EphB4 ephrin blk,-2,-3,-2,-2,3,1,6,-8
Plk1 PBD FP,3,-31,0,14,-2,-9,11,7
PTPN22 act,-3,-2,4,-4,-3,2,-2,-6
Pyk2 oligo antag,2.4,0.22,-0.61,-0.16,2.6,-0.42,0.87,x
Rev-RRE block,2,10,-2,3,13,1,5,7
FAK inh,3,1,-1,2,-5,1,-3,-1
PTPN22 inh 2,1,2,-6,5,2,-7,5,2

(41) CCOC(=O)c1c(OCC)[nH]c2ccc(O)cc12
(42) O=C(COC(=O)c1ccc[nH]c1=O)c1ccc(Cl)s1
(43) COc1ccc(OC2C(=O)N(c3ccc(F)cc3)C2c2ccc(OC)c(OC)c2)cc1 (stereo not given)
(44) Cc1ccc(C)c(OCCOCCN2CC(C)OC(C)C2)c1C (stereo not given)
(45) Cc1cccc(/C(N)=N/OC(=O)c2ccco2)c1
(46) COc1cc2c(cc1OC)CN(C(=O)Cc1ccc(OC)c(S(=O)(=O)N3CCOCC3)c1)CC2
(47) CCOC(=O)c1cnc(SCC(=O)N2CCc3ccccc32)nc1N
assay / entry,41,42,43,44,45,46,47
PLK1 inh,-9,-7,-8,-4,-11,-5,-13
cytoskel mod,23,22,-1,-3,6,10,-10
EphB4 ephrin blk,3,0,-1,1,0,7,0
Plk1 PBD FP,5,-40,-26,14,13,-6,3
PTPN22 act,-9,2,-6,-4,4,4,-7
Pyk2 oligo antag,-0.05,-0.02,-0.71,-0.51,-0.07,-0.32,-0.19
Rev-RRE block,5,8,12,1,7,8,4
FAK inh,-3,-1,8,-1,0,-5,-1
PTPN22 inh 2,11,-4,8,3,-3,-4,6
